D3 antag: qHTS of D3 Dopamine Receptor Antagonist: qHTS; 360,000 compounds, 2.5% hits; D3R cells, DiscoveRx beta-arrestin luminescence, antagonist mode; stronger effect = lower value; D(3) dopamine receptor (Homo sapiens), P35462; AID 652054, 2013; max response, negative = inhibition, %; in the data active = max response below about -50%; inconclusive = no clear call, values can overlap the other calls; also: % is scaled to controls: 0 for no effect and ±100 for the full control effect; mostly tested at two doses, the higher about 12 µM
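Cells expressing the human receptor were seeded at 1500 cells/well, incubated overnight at 37 degrees C in 5% CO2, then exposed to library compounds with dopamine controls for 90 minutes at 37 degrees C before luminescent detection.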
GLP1R ag: qHTS of GLP-1 Receptor Agonists; Glucagon-like peptide 1 receptor (Homo sapiens), P43220; HEK293 GLP-1R CRE-luciferase, luminescence, 4-6 h; cells express a hypersensitive GLP-1R form; Potency, µM (doses to about 45.6 µM), for inactives: at the top dose activation, hits mostly activators; 380,000 compounds, 0.007% hits; AID 624172, 2012; also: potency is read from the fitted curve at half-maximal effect; % of control where 0% means no effect
DRD3 agonist: qHTS of D3 Dopamine Receptor Agonist: qHTS. 410,000 compounds, 0.58% hits. D3R DiscoveRx beta-arrestin cells, luminescence, 90 min. max activation, %. D(3) dopamine receptor (Homo sapiens), P35462; in the data active = max activation above about 30%; also: 0% is about no effect; mostly tested at two doses, the higher about 12 µM
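Agonist mode: compounds and dopamine controls were applied to plated cells for 90 min at 37 degrees C after an overnight attachment at 1500 cells/well. Luminescent read-out followed 30 - 60 minutes at room temperature with DiscoveRx detection reagent.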
HEK293 tox: qHTS of GLP-1 Receptor Inverse Agonists: Cytotox Screen | Potency, µM (highest dose often 38.3 µM), without a hit: top-dose activity change, negative = inhibition, actives largely listed as inhibitors | HEK293 cAMP-luciferase reporter cells, luminescence, 24 h | 410,000 compounds, 0.13% hits;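 also: loss of luciferase light is scored as toxicity; potency is read from the fitted curve at half-maximal effect; % is scaled to controls: 0 for no effect and ±100 for the full control effect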
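To flag toxic compounds, the library was rerun on cells for 24 hr at 37 deg C and 5% CO2. Viability-linked luminescence was captured 12 min after adding luciferase detection reagent.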
TDP43 rescue: qHTS of TDP-43 Inhibitors | TDP-43 expressing yeast growth rescue, BacTiter-Glo, 24 h | Potency, µM (series often up to 46.1 µM), without a hit: at the top dose growth rescue (activation), actives largely listed as activators | 410,000 compounds, 1.8% hits; also: potency is read from the fitted curve at half-maximal effect; % of control where 0% means no effect; nearly all actives have a fitted effect of over 50% in size
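Galactose-induced TDP-43 yeast, OD600=0.02, compound pinned; 24 hr, 30 deg C; BacTiter-Glo luminescence for growth. Inhibitors of TDP-43 toxicity read as activators.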
aSyn yeast inh: qHTS of alpha-syn Inhibitors; 370,000 compounds, 0.14% hits; Potency, µM (titrated, usually from 46.1 µM), without a hit: top-dose growth rescue (activation), actives largely listed as activators; Yeast expressing alpha-synuclein, growth rescue, BacTiter-Glo, 24 h; also: potency is read from the fitted curve at half-maximal effect; % of control where 0% means no effect; nearly all actives have a fitted effect of over 65% in size
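Galactose-induced alpha-syn yeast (OD600=0.02, raffinose-pregrown) + pinned cpd, 24 hr, 30 deg C; growth by BacTiter-Glo luminescence. Growth restoration scores as activation.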
KB-V1 cytotox: qHTS assay for MDR1-selective chemotherapeutics: Primary screen using the drug-selected MDR subline cells KB-V1. KB-V1 MDR cells viability, CellTiter-Glo, 72 h. Potency, µM (titrated, usually from 46.1 µM), for the others: top-dose activity change, negative = cytotoxicity, usual class: cytotoxic. 400,000 compounds, 3.4% hits. AID 1347076, 2019; also: potency is read from the fitted curve at half-maximal effect; % is scaled to controls: 0 for no effect and ±100 for the full control effect; nearly all actives have a fitted effect of over 60% in size
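KB-V1 cells (P-gp-expressing MDR subline of KB-3-1) in phenol-red-free DMEM with 10% FBS were exposed to library compounds over a concentration series for 72 h at 37 degrees C. Viability read by CellTiter-Glo luminescence; concentration-effect curves fitted after normalization.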
GLP-1R inv ag: qHTS of GLP-1 Receptor Inverse Agonists (Inhibition Mode) | Glucagon-like peptide 1 receptor (Homo sapiens), P43220 | HEK293 GLP-1R CRE-luciferase, luminescence, 24 h; GLP-1R form is constitutively active | Potency, µM (series often up to 38.3 µM), for the others: at the highest dose activity change, negative = inhibition, hits mostly inhibitors | 410,000 compounds, 1.6% hits; also: potency is read from the fitted curve at half-maximal effect; % is scaled to controls: 0 for no effect and ±100 for the full control effect; nearly all actives have a fitted effect of over 55% in size
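Seeding at 200 cells/uL, 12 h culture, 24 hr compound treatment, then luciferase reagent and a luminescence read; cells are HEK293 stably expressing a constitutively active GLP-1R plus cAMP-responsive luciferase.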
PTHR1 ag: qHTS for PTHR1 Agonists: Primary Screen; Parathyroid hormone/parathyroid hormone-related peptide receptor (Homo sapiens), Q03431; HEK293 GP2 PTHR1 cells, GloSensor cAMP luminescence, 1 h; Potency, µM (top dose mostly 115 µM), without a hit: at the top dose activation, usual class: activators; 410,000 compounds, 0.075% hits; AID 743266, 2014; also: potency is read from the fitted curve at half-maximal effect; nearly all actives have a fitted effect of over 55% in size; some results filed as inactive show a strong effect at the top dose; inactives centre near -15; many of its hits are not listed in these tables
Target sequence (Q03431 whole entry, looked up): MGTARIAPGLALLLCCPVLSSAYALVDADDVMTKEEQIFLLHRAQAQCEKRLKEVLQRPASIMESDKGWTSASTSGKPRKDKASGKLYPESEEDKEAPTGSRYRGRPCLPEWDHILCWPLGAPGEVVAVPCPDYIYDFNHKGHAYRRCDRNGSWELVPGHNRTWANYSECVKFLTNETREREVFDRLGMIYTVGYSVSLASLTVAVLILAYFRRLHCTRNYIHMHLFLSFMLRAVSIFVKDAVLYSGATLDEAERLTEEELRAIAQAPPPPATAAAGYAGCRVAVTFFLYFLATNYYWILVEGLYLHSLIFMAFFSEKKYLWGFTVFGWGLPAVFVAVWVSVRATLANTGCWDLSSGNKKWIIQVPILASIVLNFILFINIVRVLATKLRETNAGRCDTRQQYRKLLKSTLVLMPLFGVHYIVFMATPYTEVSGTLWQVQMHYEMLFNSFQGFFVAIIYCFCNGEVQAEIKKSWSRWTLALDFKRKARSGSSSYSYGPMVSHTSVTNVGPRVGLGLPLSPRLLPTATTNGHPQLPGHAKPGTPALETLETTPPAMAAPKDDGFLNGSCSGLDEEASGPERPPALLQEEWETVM
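HEK-293-derived GP2 cells expressing PTHR1 and a GloSensor cAMP reporter, 3,000/well, plated overnight, given luciferin plus IBMX (each 0.5 mM as added) for 1 h at 37 °C, then compound for 1 h at 37 °C. Luminescence was read after 15 min at room temperature.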
Active calls of the source: *; i = inactive; ? = inconclusive; · = not tested or not shown; [ ] = remark or other dose. Unless noted, calls follow the shape of the dose curve; as a rule, active = well fitted curve in the direction sought with a large enough effect; inconclusive = small, poorly fitted or top-dose-only effect, or another doubt; inactive = no such curve, though single readings can be large; an effect the other way counts as inactive or inconclusive. This is a subset; rates above refer to the full screens.

| Structure | D3 antag | GLP1R ag | DRD3 agonist | HEK293 tox | TDP43 rescue | aSyn yeast inh | KB-V1 cytotox | GLP-1R inv ag | PTHR1 ag |
| --- | --- | --- | --- | --- | --- | --- | --- | --- | --- |
| CCOc1ccc(NC(=O)CN(C)C(=O)c2cc(S(=O)(=O)N3CCCCC3)ccc2Cl)cc1OCC | 14 | 8% | 2 | 0% | 11% | -7% | 1% | 13% | -12% |
| Cc1cc(NCC2CCCCC2)nc2ccccc12 | ? | 15% | -13 | ? | 15% | 1% | 9.2µM* | ? | -21% |
| CC(C)OCCCNc1ncnc2sc3c(c12)CCCC3 | · | · | 22 | 4% | 0% | · | -27% | ? | -34% |
| COc1ccccc1N1CCN(C(=O)c2cc(-c3ccc(C)cc3)on2)CC1 | 23 | 3% | 4 | 3% | ? | -13% | ? | -15% | 1%[57.5 µM] |
| COc1ccc2oc(-c3cccc(NC(=O)c4ccc(C#N)cc4F)c3)nc2c1 | · | -7% | 1 | 1% | 16% | -3% | -14% | 4% | -12% |
| Cc1[nH]c2ccccc2c1C(=O)CSC(=S)N1CCN(C)CC1 | 9 | 4% | -3 | -18% | -2% | -6% | -12% | -28% | -23% |
| N=c1sccn1CC(=O)Nc1ccccc1Oc1ccccc1 | -22 | 4% | 0 | -10% | -11% | 1% | 3% | ? | 13%[57.5 µM] |
| Clc1ccc(-c2onc3c2CCCC3)cc1 | 30 | 7% | 14 | -1% | 14% | 4% | 18% | 5% | -14%[57.5 µM] |
| O=C(Nc1ccc2c(c1)OCCO2)C1c2ccccc2OCC(=O)N1Cc1ccc2c(c1)OCO2 (stereo unspecified) | 18 | 0% | 1 | -10% | 13% | 1% | 11% | 13% | -26% |
| CCC1=NN(C(=O)c2ccc(Br)cc2)C(O)(c2ccc(C)cc2)C1 (stereo unspecified) | 7 | 1% | 1 | ? | -17% | -36%[inhibitor] | -16% | ? | -22% |
| CC[n+]1ccccc1/C=C/c1ccc(N(C)C)cc1 | -13 | 0% | 0 | ? | -3% | -13% | -6% | ? | -21% |
| CCN(CC(=O)NCc1cccs1)C(=O)c1ccc([N+](=O)[O-])o1 | -2 | -17% | -7 | 10% | -2% | -2% | -1% | 16% | i |
| O=S(=O)(c1ccccc1)n1cc(-c2ccccn2)c(N2CCOCC2)n1 | 10 | 0% | 0 | 0% | 15% | 1% | -3% | 18% | i |
| OCCNc1nc(OCC(F)(F)F)nc(N2CCN(C34CC5CC(CC(C5)C3)C4)CC2)n1 | -18 | -9% | 1 | -12% | 12% | 6% | -6% | 5% | -8% |
| CCOC(=O)c1c(N)sc(C(O)(C(F)(F)F)C(F)(F)F)c1-c1ccc(OC)cc1OC | -19 | 10% | -11 | 2% | -16% | -7% | -10% | 0% | i |
| CCN(CC)C(=O)CSc1nc(C)cc(C)n1 | 4 | 2% | -1 | 9%[7.66 µM] | 5%[9.22 µM] | -4% | -1% | 15%[7.66 µM] | i |
| COC(=O)NNC(=O)C(c1ccccc1)c1ccccc1 | 9 | 7% | 8 | -3% | -13% | -6% | 0% | 7% | i |
| COc1cccc(CN(C(=O)/C=C/c2ccc(Cl)cc2)C2CCS(=O)(=O)C2)c1 (stereo unspecified) | 10 | 17% | 3 | -4% | 19% | 3% | ? | 4% | -40%[inhibitor] |
| NC(=O)C1=C[C@@H](c2ccc(C(F)(F)F)cc2)C[C@@H](OCc2ccc(CO)cc2)O1 | -56* | 8% | -7 | -1% | 4% | 2% | 22% | -6% | -12% |
| FC(F)(F)c1cccc(NC(=S)NCCc2ccccn2)c1 | -23 | -1% | -5 | -24% | -2% | -7% | ? | 0% | -23% |

Some entries already given with just GLP-1R inv ag and KB-V1 cytotox.
Molecule	GLP-1R inv ag	KB-V1 cytotox
OCCNc1nc(OCC(F)(F)F)nc(N2CCN(C34CC5CC(CC(C5)C3)C4)CC2)n1	5%	-6%
FC(F)(F)c1cccc(NC(=S)NCCc2ccccn2)c1	0%	?
COC(=O)NNC(=O)C(c1ccccc1)c1ccccc1	7%	0%
O=C(Nc1ccc2c(c1)OCCO2)C1c2ccccc2OCC(=O)N1Cc1ccc2c(c1)OCO2 (stereo unspecified)	13%	11%
Cc1cc(NCC2CCCCC2)nc2ccccc12	?	9.2µM*
CC(C)OCCCNc1ncnc2sc3c(c12)CCCC3	?	-27%

Returning to the listing with the 2 entries that preceded the break.
Codes: A = D3 antag; B = GLP1R ag; C = DRD3 agonist; D = HEK293 tox; E = TDP43 rescue; F = aSyn yeast inh; G = KB-V1 cytotox; H = GLP-1R inv ag; I = PTHR1 ag
> NC(=O)C1=C[C@@H](c2ccc(C(F)(F)F)cc2)C[C@@H](OCc2ccc(CO)cc2)O1
  A: -56*; B: 8%; C: -7; D: -1%; E: 4%; F: 2%; G: 22%; H: -6%; I: -12%
> FC(F)(F)c1cccc(NC(=S)NCCc2ccccn2)c1
  A: -23; B: -1%; C: -5; D: -24%; E: -2%; F: -7%; G: ?; H: 0%; I: -23%
> COCCOC(=O)c1[nH]c2c(c1C)C(=O)CC(c1ccccc1)C2 (stereo unspecified)
  A: 0; B: 11%; C: -11; D: ?; E: ?; F: -10%; G: 0.73µM*; H: ?; I: i
> OCC1(Cc2ccccc2F)CCCN(CC2CCCCC2)C1 (stereo unspecified)
  A: -11; B: 24%; C: -21; D: -17%; E: 2%; F: 2%; G: 7%; H: ?; I: 0%
> O=C(O)c1ccc(NC(=S)NC(=O)c2ccc3ccccc3c2)cc1
  A: -23; B: 9%; C: -7; D: -20%; E: -3%; F: -2%; G: -6%; H: 25%; I: -66%[inhibitor]
> CCCc1cc(=O)oc2cc(OC3CCCCC3=O)ccc12 (stereo unspecified)
  A: 3; B: 16%; C: -2; D: -21%; E: 13%; F: 6%; G: 16%; H: -7%; I: -9%
> Cc1ccc([C@H]2C(C(=O)O)=C[C@@H](CC3CCCC3)N2S(=O)(=O)c2ccc(C)cc2)cc1
  A: -9; B: 0%; C: -6; D: -2%; E: ?; F: -10%; G: 0%; H: ?; I: i
> COc1ccc(CC(=O)Nc2ccccc2N2CCCC2)cc1OC
  A: 0; B: 3%; C: 7; D: -2%; E: -2%; F: 0%; G: ?; H: -22%; I: -42%[inhibitor]

High-throughput results from PubChem.
